PAFAH1B3 FP inh = PAFAH1B3 enzyme inhibitors, primary screen, biochemical, fluorescence polarization, human; Platelet-activating factor acetylhydrolase IB subunit alpha1 (Homo sapiens), Q15102; recombinant PAFAH1B3, FP-rhodamine probe; inhibition, % at 3.39 µM; actives 0.28% (n = 340,000); AID 492972, 2010;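 active = inhibition above the screen-wide average of all tested compounds plus 3 SD, cut at about 25% in these data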;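 also: 0% = enzyme with DMSO only and 100% = wells lacking PAFAH1B3 protein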
Target sequence (Q15102 whole entry, looked up): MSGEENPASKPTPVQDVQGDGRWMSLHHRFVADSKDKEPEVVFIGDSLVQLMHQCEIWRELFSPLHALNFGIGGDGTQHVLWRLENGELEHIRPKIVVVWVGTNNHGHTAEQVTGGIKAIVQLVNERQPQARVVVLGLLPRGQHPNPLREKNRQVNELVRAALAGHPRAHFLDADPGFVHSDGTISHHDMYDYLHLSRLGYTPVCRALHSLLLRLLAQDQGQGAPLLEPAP
LYPLA1 inh = LYPLA1 inhibitors, primary screen, counter-screen for PME1 inhibitor project, biochemical, fluorescence polarization, FP-Rh probe ABPP. Acyl-protein thioesterase 1 (Homo sapiens), O75608. recombinant LYPLA1. inhibition, % at 5.9 µM. actives 0.16% (n = 320,000). AID 2174, 2009;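 active = inhibition above the mean of all tested compounds plus 3 SD, set per campaign, cut at about 14% in these data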;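 also: inhibitors block serine hydrolase probe labeling of LYPLA1 so polarization falls; 0% = enzyme with DMSO and 100% = wells lacking LYPLA1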
Target sequence (O75608 whole entry, looked up): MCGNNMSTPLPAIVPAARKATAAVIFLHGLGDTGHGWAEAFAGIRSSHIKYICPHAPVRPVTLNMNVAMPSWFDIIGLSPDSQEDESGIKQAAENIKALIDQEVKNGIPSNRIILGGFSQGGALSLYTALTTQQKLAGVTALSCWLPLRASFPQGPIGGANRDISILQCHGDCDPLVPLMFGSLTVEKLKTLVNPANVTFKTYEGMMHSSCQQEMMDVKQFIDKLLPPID
PREPL inh = PREPL enzyme inhibitors, primary screen, biochemical, fluorescence polarization | actives 0.68% (n = 320,000) | Prolyl endopeptidase-like (Homo sapiens), Q4J6C6 | inhibition, % at 5.96 µM | recombinant PREPL, fluorescence polarization activity-based probe; in the data active = inhibition above about 43%;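 also: 0% = enzyme with DMSO and 100% = wells lacking enzyme; many of its hits are not listed in these tables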
PAFAH1B2 FP inh = PAFAH1B2 enzyme inhibitors, primary screen, biochemical, fluorescence polarization, human; Platelet-activating factor acetylhydrolase IB subunit alpha2 (Homo sapiens), P68402; recombinant PAFAH1B2, FP-rhodamine activity probe; inhibition, % at 3.39 µM; actives 1.2% (n = 340,000);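 active = inhibition above the mean of all tested compounds plus 3 SD, cut at about 24% in these data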;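 also: 0% = enzyme with DMSO and 100% = wells lacking PAFAH1B2; many of its hits are not listed in these tables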
Target sequence (P68402 whole entry, looked up): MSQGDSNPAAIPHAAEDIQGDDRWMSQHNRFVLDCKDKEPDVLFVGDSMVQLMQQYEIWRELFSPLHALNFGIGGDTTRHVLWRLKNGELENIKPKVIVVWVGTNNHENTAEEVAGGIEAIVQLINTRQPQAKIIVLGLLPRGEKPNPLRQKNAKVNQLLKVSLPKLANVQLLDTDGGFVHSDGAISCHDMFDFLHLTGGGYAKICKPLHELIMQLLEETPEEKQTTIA
PAFAH2 FP inh = PAFAH2 enzyme inhibitors, primary screen, biochemical, fluorescence polarization, human; Platelet-activating factor acetylhydrolase 2, cytoplasmic (Homo sapiens), Q99487; recombinant PAFAH2, FP-rhodamine activity probe; inhibition, % at 3.39 µM; actives 0.99% (n = 340,000); AID 492956, 2010;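 active = inhibition above the mean over all tested compounds plus 3 SD, cut at about 30% in these data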;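 also: inhibitors block probe labeling of enzyme so polarization drops; 0% = enzyme with DMSO and 100% = wells lacking PAFAH2 protein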
pPAFAH inh = pPAFAH enzyme inhibitors, primary screen, biochemical, fluorescence polarization, human; Platelet-activating factor acetylhydrolase (Homo sapiens), Q13093; recombinant pPAFAH, FP-rhodamine probe fluorescence polarization; inhibition, % at 3.39 µM; actives 1.5% (n = 330,000); AID 463082, 2010;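 active = inhibition above the mean inhibition across the screen plus 3 SD, cut at about 25% in these data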;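 also: inhibitors block binding of the rhodamine activity-based probe so polarization drops; 0% = enzyme with DMSO and 100% = wells lacking pPAFAH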
PAD4 inh = human PAD4 inhibitors, primary screen, biochemical, fluorescence polarization, 1536-well format; recombinant PAD4, RCA probe fluorescence polarization; inhibition, % at 6.36 µM; actives 0.41% (n = 330,000); Protein-arginine deiminase type-4 (Homo sapiens), Q9UM07;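 active = percent inhibition above a cutoff equal to the mean of all tested compounds plus 3 SD, cut at about 15% in these data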;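 also: 0% = PAD4 with RCA probe and DMSO and 100% = probe without PAD4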
LYPLA2 inh = LYPLA2 inhibitors, primary screen, counter-screen for PME1 inhibitor project, biochemical, fluorescence polarization, FP-Rh probe ABPP | recombinant LYPLA2 | inhibition, % at 5.9 µM | actives 0.38% (n = 320,000) | AID 2177, 2009;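 active = inhibition above the screen-wide mean plus 3 SD, limit set per campaign, cut at about 26% in these data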;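 also: 0% = LYPLA2 with DMSO and 100% = wells lacking LYPLA2 enzyme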
GSTO1 counter = inhibitors of recombinant GSTO1, primary screen, counter-screen for RBBP9 inhibitor project, biochemical, fluorescence polarization. Glutathione S-transferase omega-1 (Homo sapiens), P78417. activity-based probe fluorescence polarization. inhibition, % at 5.96 µM. actives 1.1% (n = 300,000);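 active = inhibition above the campaign mean inhibition plus 3 SD, cut at about 35% in these data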;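 also: 0% = GSTO1-1 with DMSO and 100% = wells lacking GSTO1-1 enzyme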
Target sequence (P78417 whole entry, looked up): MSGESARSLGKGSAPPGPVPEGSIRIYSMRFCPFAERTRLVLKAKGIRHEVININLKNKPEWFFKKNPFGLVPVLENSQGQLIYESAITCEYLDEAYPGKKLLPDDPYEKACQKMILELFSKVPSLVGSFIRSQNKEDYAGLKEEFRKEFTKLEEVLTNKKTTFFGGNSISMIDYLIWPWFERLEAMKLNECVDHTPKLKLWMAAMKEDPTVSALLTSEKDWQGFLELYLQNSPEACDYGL
* hit, by the source's call; nt = not tested or not shown. Some of the compounds tested, so the mix of outcomes need not match the whole.

SMILES | PAFAH1B3 FP inh | LYPLA1 inh | PREPL inh | PAFAH1B2 FP inh | PAFAH2 FP inh | pPAFAH inh | PAD4 inh | LYPLA2 inh | GSTO1 counter
CCCC1=NN2C(=N)/C(=C\c3cc(C)n(-c4cc(C)cc(C)c4)c3C)C(=O)N=C2S1 | -6.0 | -6.7 | -3.9 | 0.8 | -8.8 | 14.9 | -0.2 | -2.2 | -25.3
Cc1cnc(C(=O)OC(C(=O)c2ccccc2)c2ccccc2)cn1 (stereo unspecified) | 0.5 | 0.1 | -8.1 | 0.9 | 1.9 | -3.1 | -1.8 | 1.0 | nt
CN(CC(=O)Nc1ccc(C#N)cc1)Cc1ccc(Cl)cc1 | 15.6 | 1.5 | -18.3 | 31.3* | 7.6 | 1.6 | -4.3 | 2.5 | -0.4
Cc1c(N=C2N=C(NC(=O)NC(C)(C)C)c3ccccc32)c(=O)n(-c2ccccc2)n1C | 13.7 | -3.0 | 15.1 | -0.5 | -0.8 | -0.2 | -4.0 | -5.2 | 9.4
CCOc1ccc(NC(=O)CN(C)C(=O)c2ccccc2OCCOc2ccccc2)cc1OCC | 9.3 | 1.4 | 21.4 | -2.2 | 4.2 | 0.7 | -1.1 | 6.0 | nt
Clc1ccccc1C(c1ccccc1)(c1ccccc1)n1ccnc1 | -2.5 | -3.3 | 16.0 | 11.0 | -1.2 | 1.5 | -3.9 | -2.8 | -2.3
COc1ccccc1N1CCN(C(=O)c2ccc(N3CCCCS3(=O)=O)cc2)CC1 | 0.9 | 1.8 | 14.5 | 3.7 | 3.1 | -0.6 | 1.3 | 0.1 | -5.2
Cc1ccc(C(=O)NC(C)c2ccc(C)c(C)c2)s1 (stereo unspecified) | 5.2 | 1.2 | -10.9 | 3.2 | 0.2 | 2.0 | -4.6 | 0.5 | -1.5
O=C(NCC(c1ccco1)N1CCCCC1)c1ccc(S(=O)(=O)Nc2ccccc2Cl)cc1 (stereo unspecified) | 0.8 | nt | -6.0 | -1.2 | 0.4 | 1.3 | -17.2 | nt | nt
COc1ccc(CNC(=S)Nc2ccc(F)c(Cl)c2)cc1 | 6.7 | -1.7 | -29.4 | 10.1 | -4.5 | -2.4 | 2.0 | 3.7 | -11.4
CC(Oc1ccccc1)C(=O)N=C1SC2CS(=O)(=O)CC2N1CCc1ccccc1 (stereo unspecified) | 5.1 | -0.4 | -1.6 | 2.5 | 2.4 | 9.3 | 0.3 | 3.1 | -6.2
Cc1cc(C)nc(SCC(=O)N(C)C)n1 | 9.4 | 1.9 | -1.2 | 9.0 | 0.5 | 3.7 | -0.3 | 4.9 | 3.0
O=[N+]([O-])c1ccc(N2CCCC2)cc1N1CCCC1 | 2.5 | -0.5 | 21.0 | 3.2 | 9.4 | 6.5 | 2.9 | 9.6 | 2.1
c1nc2ccc(Cc3ccc4nc[nH]c4c3)cc2[nH]1 | 5.2 | -1.0 | -5.2 | -2.4 | 0.9 | 5.5 | -6.7 | 1.4 | -2.1
Cc1ccccc1N1CCN(S(=O)(=O)c2nnc(NC(=O)CC(C)C)s2)CC1 | 0.1 | -0.2 | 1.5 | 5.7 | -3.6 | 4.7 | -0.5 | 4.4 | -3.9

Copied from above (2 entries):
SMILES | PAFAH1B3 FP inh | LYPLA1 inh | PREPL inh | PAFAH1B2 FP inh | PAFAH2 FP inh | pPAFAH inh | PAD4 inh | LYPLA2 inh | GSTO1 counter
CCCC1=NN2C(=N)/C(=C\c3cc(C)n(-c4cc(C)cc(C)c4)c3C)C(=O)N=C2S1 | -6.0 | -6.7 | -3.9 | 0.8 | -8.8 | 14.9 | -0.2 | -2.2 | -25.3
Cc1cnc(C(=O)OC(C(=O)c2ccccc2)c2ccccc2)cn1 (stereo unspecified) | 0.5 | 0.1 | -8.1 | 0.9 | 1.9 | -3.1 | -1.8 | 1.0 | nt

Remaining list, next part
SMILES | PAFAH1B3 FP inh | LYPLA1 inh | PREPL inh | PAFAH1B2 FP inh | PAFAH2 FP inh | pPAFAH inh | PAD4 inh | LYPLA2 inh | GSTO1 counter
CCOc1ccc(N(CC(=O)NC2CCCC2)C(=O)CCC(=O)Nc2nc(C)cs2)cc1 | 4.2 | -0.7 | -0.9 | 1.5 | -5.8 | -4.3 | -1.9 | 0.5 | 2.8
O=C(NCC1CCN(S(=O)(=O)c2ccccc2)CC1)Nc1ccc(F)cc1F | -1.4 | 3.5 | -12.1 | 6.9 | -3.7 | -0.4 | -0.8 | 6.9 | 4.6
O=C(NCCCN1CCCC1=O)Nc1cc(Cl)ccc1Cl | 0.9 | -1.2 | 2.3 | 0.7 | 7.9 | -1.2 | -0.2 | 3.6 | 3.3
CCN(CC(=O)Nc1ccc(S(=O)(=O)N2CCCC2)cc1)Cc1ccccc1 | 6.0 | -3.5 | 11.7 | 7.6 | -2.6 | 5.2 | 1.6 | 1.1 | 4.1
CCN(CC)S(=O)(=O)c1ccc(N2CCOCC2)c(NC(=O)CC23CC4CC(CC(Br)(C4)C2)C3)c1 | 0.0 | -2.3 | 7.2 | 10.6 | 19.3 | 17.5 | -0.6 | 2.1 | 4.3
CCc1ccc(C(=O)COC(=O)CNC(=O)c2ccc(Br)o2)cc1 | 0.8 | -2.4 | -7.2 | -2.5 | -0.9 | 3.0 | -3.3 | 4.7 | 0.0
O=C(C1CC1)N1CCc2cc(Br)cc(S(=O)(=O)NC3CCCCC3)c21 | 5.5 | 0.5 | -1.9 | -4.3 | -3.5 | 2.0 | 0.8 | 7.8 | 1.6
COc1cc(/C=C/C(=O)O)cc(S(=O)(=O)N2CCc3ccccc32)c1OC | 2.4 | -1.9 | -3.8 | 0.9 | 1.9 | -3.2 | 8.2 | -3.7 | 6.0
COc1ccc(Cl)cc1S(=O)(=O)N1CCCC(C(=O)NCC(N)=O)C1 (stereo unspecified) | 3.7 | -1.1 | 13.1 | -2.7 | 3.3 | -3.2 | 2.1 | 1.9 | 1.8
Cc1ccc(C(C(=O)NC(C)(C)C)N(Cc2ccco2)C(=O)Cn2nnc(-c3cccs3)n2)cc1 (stereo unspecified) | -7.1 | 0.1 | -11.7 | 6.0 | 11.1 | -2.5 | 3.8 | 7.2 | -1.9
COc1ccc(-c2nnc3sc(-c4ccco4)nn23)cc1OC | 5.3 | -3.7 | -12.3 | 6.7 | 8.8 | 3.8 | 0.3 | -2.0 | -1.4
CCn1cc(C(=O)NCCCOC)c(=O)c2cc(S(=O)(=O)N(C)C)ccc21 | 4.4 | 2.8 | 2.1 | 3.1 | 4.3 | 2.6 | -1.3 | 2.3 | -2.0
CCOc1ccc(OCCCC(=O)N2CCN(S(=O)(=O)c3ccc(Cl)cc3)CC2)cc1 | 4.7 | 2.6 | 10.5 | 6.2 | 9.8 | 1.9 | 0.4 | 5.9 | -2.6
CC(=O)Nc1nc(-c2ccc(Br)s2)cs1 | 1.5 | 1.9 | 5.8 | 1.0 | -0.2 | 0.8 | -1.3 | 2.9 | -3.9

A run of entries from the list above, as a working copy:
SMILES | PAFAH1B3 FP inh | LYPLA1 inh | PREPL inh | PAFAH1B2 FP inh | PAFAH2 FP inh | pPAFAH inh | PAD4 inh | LYPLA2 inh | GSTO1 counter
Cc1ccccc1N1CCN(S(=O)(=O)c2nnc(NC(=O)CC(C)C)s2)CC1 | 0.1 | -0.2 | 1.5 | 5.7 | -3.6 | 4.7 | -0.5 | 4.4 | -3.9
CCOc1ccc(N(CC(=O)NC2CCCC2)C(=O)CCC(=O)Nc2nc(C)cs2)cc1 | 4.2 | -0.7 | -0.9 | 1.5 | -5.8 | -4.3 | -1.9 | 0.5 | 2.8
O=C(NCC1CCN(S(=O)(=O)c2ccccc2)CC1)Nc1ccc(F)cc1F | -1.4 | 3.5 | -12.1 | 6.9 | -3.7 | -0.4 | -0.8 | 6.9 | 4.6
O=C(NCCCN1CCCC1=O)Nc1cc(Cl)ccc1Cl | 0.9 | -1.2 | 2.3 | 0.7 | 7.9 | -1.2 | -0.2 | 3.6 | 3.3
CCN(CC(=O)Nc1ccc(S(=O)(=O)N2CCCC2)cc1)Cc1ccccc1 | 6.0 | -3.5 | 11.7 | 7.6 | -2.6 | 5.2 | 1.6 | 1.1 | 4.1
CCN(CC)S(=O)(=O)c1ccc(N2CCOCC2)c(NC(=O)CC23CC4CC(CC(Br)(C4)C2)C3)c1 | 0.0 | -2.3 | 7.2 | 10.6 | 19.3 | 17.5 | -0.6 | 2.1 | 4.3
CCc1ccc(C(=O)COC(=O)CNC(=O)c2ccc(Br)o2)cc1 | 0.8 | -2.4 | -7.2 | -2.5 | -0.9 | 3.0 | -3.3 | 4.7 | 0.0
O=C(C1CC1)N1CCc2cc(Br)cc(S(=O)(=O)NC3CCCCC3)c21 | 5.5 | 0.5 | -1.9 | -4.3 | -3.5 | 2.0 | 0.8 | 7.8 | 1.6
COc1cc(/C=C/C(=O)O)cc(S(=O)(=O)N2CCc3ccccc32)c1OC | 2.4 | -1.9 | -3.8 | 0.9 | 1.9 | -3.2 | 8.2 | -3.7 | 6.0
COc1ccc(Cl)cc1S(=O)(=O)N1CCCC(C(=O)NCC(N)=O)C1 (stereo unspecified) | 3.7 | -1.1 | 13.1 | -2.7 | 3.3 | -3.2 | 2.1 | 1.9 | 1.8
Cc1ccc(C(C(=O)NC(C)(C)C)N(Cc2ccco2)C(=O)Cn2nnc(-c3cccs3)n2)cc1 (stereo unspecified) | -7.1 | 0.1 | -11.7 | 6.0 | 11.1 | -2.5 | 3.8 | 7.2 | -1.9
COc1ccc(-c2nnc3sc(-c4ccco4)nn23)cc1OC | 5.3 | -3.7 | -12.3 | 6.7 | 8.8 | 3.8 | 0.3 | -2.0 | -1.4
